# GAA glycogen mod: inhibitors or activators of human alpha-glucosidase glycogen cleavage | recombinant GAA, glycogen substrate, Amplex Red glucose oxidase fluorescence | Potency, µM (top dose mostly 76.4 µM), for inactives: top-dose activity change, negative = inhibition, actives largely listed as inhibitors | actives 0.38% (n = 300,000); active means well fitted inhibition curve with a large enough effect; inconclusive means small, poorly fitted or top-dose-only effect, or another doubt; inactive means no such curve, though single readings can be large or run the other way;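 further: 0% = full enzyme reaction and -100% = no-enzyme basal signal; the screen sought inhibitors and activators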
#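 Recombinant enzyme (4 nM final) with compounds titrated up to 77 uM and bovine liver glycogen (30 ug) in citrate pH 5.0, 0.01% Tween-20, 37 C 40 min. Released glucose detected by Amplex Red/glucose oxidase (Ex 573/Em 610); AC50 from Hill fits.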
# An asterisk follows results filed as active; u = inconclusive; & = joins results of further samples; [ ] = another dose, or the depositor's remark. Potency means the concentration at half of the fitted maximal effect. An excerpt; rates above refer to the full screens.
mol	GAA glycogen mod
Cc1ccccc1Cn1c2ccccc2c2cnn(CC(=O)NCCc3ccccc3)c(=O)c21	-1%[76.3 µM]
C=CCN1CC(=O)N2Cc3[nH]c4ccccc4c3C[C@H]2C1=O	7%
Cc1cccn2c(=O)c3cc(C(=O)NC4CCCC4)sc3nc12	0%[76.3 µM]
Cc1sc2nc(SCC(=O)N3CC(C)OC(C)C3)n(C)c(=O)c2c1C (stereo not given)	-9%[76.3 µM]
CCCCN(C)C(=O)CNC(=O)c1nn(-c2ccc(OC)cc2OC)c(=O)c2ccccc12	0%
Cc1nc2scc(C)n2c(=O)c1S(=O)(=O)Nc1ccc(N2CCOCC2)c(Cl)c1	-7%[76.3 µM]
CCN(CC)CCCNC(=O)c1oc2ccc(S(=O)(=O)N3CC(C)CC(C)C3)cc2c1C (stereo not given)	-13%
CC1(C)NC(=O)N(CC(O)CN(c2cccc([N+](=O)[O-])c2)S(=O)(=O)c2ccccc2)C1=O (stereo not given)	-2%
COc1ccc(CNC(=O)CCc2c(C)nc3c(c(C)nn3-c3ccccc3)c2C)cc1	8%[76.3 µM]
CN(C)N=Nc1ccc(S(=O)(=O)NC(=O)Cc2ccccc2)cc1	-10%[76.3 µM]
CCOc1ccc2oc(=O)cc(CN3CCN(c4ccccc4OC)CC3)c2c1	-18%[76.3 µM]
CCCCn1c(=O)n(-c2ccc(Br)cc2F)c(=O)c2c3c(sc21)CN(C(C)=O)CC3	10%[76.3 µM]
CCOc1ccccc1CN1CCNC(=O)C1CC(=O)N(C)CCc1ccccn1 (stereo not given)	-15%[76.3 µM]
COc1cc2c(=O)n(CCC(=O)NCC3CCCO3)c(=O)n(CC(=O)Nc3ccccc3C)c2cc1OC (stereo not given)	0%
O=C(Nc1ncc(Cc2ccc(Cl)cc2)s1)c1ccc2c(c1)CC(c1ccccc1)OC2=O (stereo not given)	u
Cc1c(Cl)cccc1NC(=O)CCn1cnnn1	-4%[76.3 µM]
O=C(O)c1ccc(NC(=O)c2cccc(C(=O)Nc3ccc(C(=O)O)cc3)n2)cc1	3%
COC(=O)c1cc(-c2cccs2)nc2ccccc12	2%
Cc1ccccc1C1c2[nH]c3ccccc3c2C[C@H]2C(=O)N(C3CCN(Cc4ccccc4)CC3)CC(=O)N12 (stereo not given in full)	-2%
O=C1c2ccc([N+](=O)[O-])cc2S(=O)(=O)N1Cc1ccccc1	6%
CC(=O)C(c1ccccc1)C(c1ccccc1)C(C)[N+](=O)[O-] (stereo not given)	-9%[76.3 µM]
CCn1nc(C)cc1C(=O)OCC(=O)c1ccc(Cl)cc1	3%[76.3 µM]
CSc1ncccc1C(=O)NCCc1ccc(S(N)(=O)=O)cc1	-1%
COc1cc([N+](=O)[O-])ccc1NC(=S)NNC(=O)CCC(=O)Nc1ccccc1Cl	6%[76.3 µM]
CCN(CC)C1CCN(C(=O)c2cc(COc3cccc4cccnc34)on2)C1 (stereo not given)	2%[76.3 µM]
CC(C)c1ccc(Nc2c(-c3ccsc3)nc3ccc(Cl)cn23)cc1	-13%[76.3 µM]
Cc1ccc2nc(-c3ccccc3)oc(=O)c2c1	-2%[76.3 µM]
O=C(/C=C/c1ccc(Cl)cc1)NCCCN1CCOCC1	0%[76.3 µM]
CC(=O)N1CCN(Cc2nc3cc([N+](=O)[O-])ccc3n2C)CC1	7%
Cc1ccc(NC(=S)c2ccncc2)c(C)c1	-5%[76.3 µM]

# Sorted by molecular weight (ascending): some entries from above
mol	GAA glycogen mod
Cc1ccc(NC(=S)c2ccncc2)c(C)c1	-5%[76.3 µM]
CC(=O)C(c1ccccc1)C(c1ccccc1)C(C)[N+](=O)[O-] (stereo not given)	-9%[76.3 µM]
CCn1nc(C)cc1C(=O)OCC(=O)c1ccc(Cl)cc1	3%[76.3 µM]
CC(=O)N1CCN(Cc2nc3cc([N+](=O)[O-])ccc3n2C)CC1	7%
O=C1c2ccc([N+](=O)[O-])cc2S(=O)(=O)N1Cc1ccccc1	6%
CSc1ncccc1C(=O)NCCc1ccc(S(N)(=O)=O)cc1	-1%
CCN(CC)C1CCN(C(=O)c2cc(COc3cccc4cccnc34)on2)C1 (stereo not given)	2%[76.3 µM]
COc1ccc(CNC(=O)CCc2c(C)nc3c(c(C)nn3-c3ccccc3)c2C)cc1	8%[76.3 µM]
COc1cc([N+](=O)[O-])ccc1NC(=S)NNC(=O)CCC(=O)Nc1ccccc1Cl	6%[76.3 µM]
CCCCN(C)C(=O)CNC(=O)c1nn(-c2ccc(OC)cc2OC)c(=O)c2ccccc12	0%
Cc1nc2scc(C)n2c(=O)c1S(=O)(=O)Nc1ccc(N2CCOCC2)c(Cl)c1	-7%[76.3 µM]
CCCCn1c(=O)n(-c2ccc(Br)cc2F)c(=O)c2c3c(sc21)CN(C(C)=O)CC3	10%[76.3 µM]
COc1cc2c(=O)n(CCC(=O)NCC3CCCO3)c(=O)n(CC(=O)Nc3ccccc3C)c2cc1OC (stereo not given)	0%

# New compounds follow
mol	GAA glycogen mod
O=C(CCc1c[nH]c2ccccc12)NCCc1ccc2c(c1)OCCO2	-10%
CC(C)c1ccc(NC2CCCN(C(=O)c3ccnn3C)C2)cc1 (stereo not given)	2%[76.3 µM]
COc1cccc(-c2cc(C(F)(F)F)nc(NCCc3ccccc3)n2)c1	-7%[76.3 µM]
Cc1ccc(-c2cc(C(=O)N/N=C/c3ccoc3)c3ccccc3n2)cc1	-2%[76.3 µM]
Cn1c(=O)n(C)c2cc(S(=O)(=O)Nc3ccccc3C(=O)O)ccc21	-10%&11%[76.3 µM]
O=C(COC(=O)c1cccs1)NCc1cccs1	-1%
O=C(CNC(=O)c1cccs1)N/N=C/c1ccccc1[N+](=O)[O-]	6%
O=C(Nc1cccc(NC(=O)c2ccc(Cl)cc2Cl)c1)c1cccnc1	0%
COc1ccc(-c2cc(C(F)F)n3ncc(C(=O)Nc4cc(OC)ccc4OC)c3n2)cc1	0%[76.3 µM]
CC(=O)Nc1ccc2nc(NC(=O)CN3CCOCC3)sc2c1	-17%
CCc1ccccc1NC(=O)Cn1c(=O)n(CC(=O)NCCc2ccccc2)c(=O)c2ccccc21	16%[76.3 µM]
CCN(CC)CCNC(=O)c1cc(S(=O)(=O)N2CCc3ccccc32)cn1C	-1%[76.3 µM]
CCCc1cc(=O)oc2c(C)c3c(cc12)CN(CCc1ccc(Cl)cc1)CO3	-2%[76.3 µM]
O=c1oc2ccccc2c(NC2CCCCC2)c1NS(=O)(=O)c1ccc(Br)cc1	u
COc1ccccc1-n1nnnc1SCC(=O)Nc1ccccc1	2%[76.3 µM]
CCOC(=O)CNC(=O)c1cc2c(=O)[nH]c3ccc(C)cc3c2s1	-3%
COc1ccc(CCC(=O)N2CCN(c3ccccc3)CC2)cc1OC	-13%
CCOC(=O)c1ccc(N2CCOCC2)c(NC(=O)c2ccc3c(c2)OCO3)c1	2%[76.3 µM]
CN(C)c1cccc(C(=O)Nc2nnc(Cc3ccccc3)s2)c1	9%
CCOC(=O)C1=C(CS(=O)(=O)c2ccc(F)cc2)NC(=O)NC1c1ccc(O)c(O)c1 (stereo not given)	u
O=C(CSc1nnc(-c2cccc(Br)c2)o1)N1CCOCC1	1%[76.3 µM]
CCC(C)(C)NC(=O)C(c1cccc(OC)c1)N(C(=O)CNC(=O)c1cccs1)c1cccnc1 (stereo not given)	-6%
C=Cc1ccc(N=Cc2c(O)ccc3ccccc23)cc1	6%
Cc1ccc(S(=O)(=O)N(CCc2ccccc2)CC(=O)Nc2ccc(Br)cc2)cc1	-9%[76.3 µM]
O=C(O)c1ccc(Cl)c(NCc2cccs2)c1	0%[76.3 µM]
COc1cc2cc(C(=O)N3CCC(Cc4ccccc4)CC3)[nH]c2cc1OC	-1%
CCCOCc1cc(CN2CCN(c3ccccc3OC)CC2)c(O)c2ncccc12	-12%[76.3 µM]
O=[N+]([O-])c1ccc(CN2CCN(c3ccccc3)CC2)o1	-11%[76.3 µM]
CC1(CCC(=O)N2CCCC(N3CCN(c4ccc(F)cc4)CC3)C2)CC1 (stereo not given)	-10%[76.3 µM]
Cc1cc([N+](=O)[O-])nn1Cc1noc(C(=O)NCCCn2ccnc2)n1	9%

SMILES | GAA glycogen mod
O=C(Cn1c(SCCOc2ccccc2Cl)nc2ccccc21)N1CCCCC1 | 2%[76.3 µM]
O=C(O)CNC(=O)c1ccc(NC(=O)/C(=C/c2ccccc2)NC(=O)c2ccccc2)cc1 | -1%
CCOC(=O)C1CCN(C(=O)Cn2nc(CC)n3c(cc4occc43)c2=O)CC1 | 17%[76.3 µM]
CCOc1ccc(S(=O)(=O)N2CCN(C(=O)c3ccco3)CC2)cc1 | 1%[76.3 µM]
CCOC(=O)N1CCN(S(=O)(=O)c2ccc(C(=O)N(CCN(CC)CC)c3nc4c(C)cccc4s3)cc2)CC1 | 0%[76.3 µM]
Cc1cccc(CC(=O)Nc2cccnc2)c1 | -8%[76.3 µM]
COc1ccc(C(=O)NC2CC(C)(C)Cc3c2cnn3-c2ccccc2C)c(OC)c1OC (stereo not given) | -3%[76.3 µM]
Cc1ccc(C(C(=O)NC(C)(C)C)N(C(=O)CCC(=O)Nc2ccccn2)c2ccccc2F)cc1 (stereo not given) | 3%[76.3 µM]
Cc1ccc(NC(=O)CN(C)S(=O)(=O)c2cccc3cccnc23)cc1F | -5%[76.3 µM]
O=C(NC1CCC(CC2CCC(NC(=O)C(Cl)Cl)CC2)CC1)C(Cl)Cl (stereo not given) | -10%[76.3 µM]

SMILES | GAA glycogen mod
CC(c1ccc(O)cc1)(c1ccc(O)cc1)c1ccc(CCBr)cc1 | 5%
COc1cccc(-c2noc(CCC(=O)NCCc3ccccc3)n2)c1 | 2%
COc1cccc(C2CC(c3cccs3)=NN2C(=O)c2ccco2)c1O (stereo not given) | u
Cc1ccc(C(=O)Nc2ccc(-c3nc4ccccc4o3)cc2)cc1Cl | 3%[76.3 µM]
CC1CC(C)(C)N(C(=O)CN2CCN(C)CC2)c2ccccc21 (stereo not given) | -11%[76.3 µM]
COc1ccccc1CNC(=O)c1ccc(NS(=O)(=O)c2cccs2)cc1 | 1%
NS(=O)(=O)c1cc2c(cc1Cl)NC(c1ccccc1OCC(=O)O)NS2(=O)=O (stereo not given) | 3%
CN(C(=O)c1ccc(NC(=O)c2ccco2)cc1)c1ccccc1 | 0%[76.3 µM]
Cc1ccccc1COc1ccc(-c2nnn(CC(=O)O)n2)cc1 | 1%[76.3 µM]
O=c1cc(C(F)(F)F)nc(SCc2cccnc2)[nH]1 | -4%[76.3 µM]

SMILES | GAA glycogen mod
O=C(Cn1c(=O)n(CCc2ccccc2)c(=O)c2c3c(sc21)CCCC3)Nc1ccc(F)c(F)c1 | -11%[76.3 µM]
COc1cccc(CNS(=O)(=O)c2c(C(=O)N3CCCCC3)c(C)n(C)c2C)c1 | -2%[76.3 µM]
C#CCN1c2ccccc2Sc2cccnc21 | -2%
Cc1cccc(CN2C(=O)c3ccccc3S(=O)(=O)c3ccc(C(=O)NCCCN4CCCC4)cc32)c1 | -13%[76.3 µM]
CCCCN(CCCC)c1nc(-c2ccccc2)nc2ccccc12 | 9%[76.3 µM]
CCOc1ccc(CCNC(=O)Cn2nc(C)n3c(cc4occc43)c2=O)cc1OCC | -7%[76.3 µM]
COc1ccccc1CNc1nc2ccccc2c2nc(-c3cccc(C)c3)nn12 | -11%[76.3 µM]
CC(=O)Oc1ccc(/C=C/c2nc3ccccc3c(=O)o2)cc1 | 1%[76.3 µM]
CCN(CC(=O)Nc1cc(Cl)ccc1C)C(=O)CCS(=O)(=O)c1ccc(Cl)cc1 | -4%[76.3 µM]
CCN(CC)C(=O)n1c(Cc2ccccc2)nc2ccccc21 | -1%[76.3 µM]

SMILES | GAA glycogen mod
Cc1nn2c(-c3ccccc3)cc(-c3ccccc3)nc2c1-c1ccc(Cl)cc1 | 17%[76.3 µM]
COc1ccccc1-c1cc2nc(C)c(CCC(=O)NCc3cccc(Cl)c3)c(C)n2n1 | -1%[76.3 µM]
Cc1ccccc1Nc1nnc(-c2ccc(C)c(S(=O)(=O)N3CCOCC3)c2)c2ccccc12 | -5%[76.3 µM]
CC(C)c1ccc(NC2CCCN(C(=O)c3ccnc(Cl)c3)C2)cc1 (stereo not given) | -6%[76.3 µM]
CCc1ccccc1N(C(=O)c1ccco1)C(C(=O)NC1CCCC1)c1cccnc1 (stereo not given) | -1%
COC(=O)c1c(NC(=O)CCCOc2cccc(C)c2)sc2c1CCC(C)C2 (stereo not given) | -1%[76.3 µM]
O=C(CSc1nc(-c2ccccc2)cc(=O)[nH]1)Nc1ccc(F)c(F)c1 | 7%
C=CCNC(=O)c1ccccc1NS(=O)(=O)c1ccc(OC)c(C(=O)N2CCOCC2)c1 | -4%[76.3 µM]
COc1ccc(/C=C2\COc3ccccc3C2=O)c(OC)c1 | 0%
COc1cccc(NC(=O)/C(C#N)=C/c2ccc(-c3ccc(C)cc3)o2)c1 | 10%[76.3 µM]

SMILES | GAA glycogen mod
O=C(CNC(=O)Cc1cccc2ccccc12)NCc1ccccc1F | 3%
Cc1cccc(-c2noc(CNS(=O)(=O)c3ccccc3)n2)c1 | 1%[76.3 µM]
CC(C)(C)OC(=O)NCC1CCN(S(=O)(=O)Cc2ccccc2)CC1 | -14%
Cn1cccc1C(=O)N/N=C/c1c(Cl)cccc1Cl | 2%
COC(=O)C1CCN(C(=O)CN(C)Cc2ccc(C(C)(C)C)cc2)CC1 | 3%
O=C(Nc1cccc(C(F)(F)F)c1)Nc1cccs1 | u
CC(C)c1nc(SCC(=O)N2CCCCCC2)c2c(=O)n(C)c(=O)n(C)c2n1 | u
Cn1nc(C(=O)N2CCN(c3ccccc3F)CC2)c2c1-c1ccccc1SC2 | 9%[76.3 µM]
Nc1c(C(=O)Nc2ccccc2Cl)c2ccccn2c1C(=O)c1ccc(Cl)cc1 | -9%[76.3 µM]
COc1ccc(N2CCN(c3ccc(-c4nc(-c5ccccc5C)no4)cc3[N+](=O)[O-])CC2)cc1 | 10%[76.3 µM]

# Compound activity deposited in PubChem BioAssay by National Center for Advancing Translational Sciences (NCATS).
